# Abeta rescue – qHTS for compounds that reverse cellular toxicity of Amyloid beta (A-beta) peptide in yeast: Primary Screen; yeast expressing A-beta42, growth rescue, OD600, 48 h; response scale: 0% DMSO, 100% iron-clioquinol control; Potency, µM (titrated, usually from 46.1 µM), inactives show at the highest dose growth rescue, usual class: activators; hit rate 0.063% among 410,000; AID 1347071, 2019; further: potency means the concentration at half of the fitted maximal effect; nearly all actives have a fitted effect of over 55% in size
#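 Yeast A-beta toxicity model in growth medium with pinned compounds, 48 h at 30 C; growth read as absorbance at 600 nm. Normalized to FeCl3/clioquinol equimolar mix (positive) and DMSO (negative).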
# CCT chaperon mod – High-Throughput Screening for Modulators of Cytosolic Chaperonin Activity; purified chaperonin ATPase assay, HTRF ADP detection, 30 min; activity change, % (concentration not given with the values), hits read low; hit rate 0.3% among 360,000; AID 651819, 2012; in the data active means activity change below about -30%; further: on the % scale 0 is the no-effect control and ±100 the full control effect
#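 First, chaperonin was dispensed at 40 nM or 20 nM final depending on batch activity. Next, compounds were pinned at 76 uM and ATP added at 10 uM. After 30 min at 37 °C, ADP detection reagents ran 30 min at ambient temperature.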
# A549 tox – Nrf2 qHTS screen for inhibitors: counterscreen for cytotoxicity. AID 504648, 2011. hit rate 0.16% among 390,000. Potency, µM (titrated, usually from 46 µM), without a hit: at the top dose activity change, negative = cytotoxicity, actives largely listed as inhibitors. A549 ARE-Fluc cells, CellTiter-Fluor viability, 18-24 h; further: potency means the concentration at half of the fitted maximal effect; on the % scale 0 is the no-effect control and ±100 the full control effect
#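 A549 ARE_Fluc cells in 5% FBS OPTI-MEM were exposed to compounds in concentration-response for 18-24 h at 37 deg C. Viability was read by CellTiter-Fluor fluorescence (Ex 405/Em 525) after 30 min, before the luciferase read.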
# MmCpn inh – Inhibitors of TCP-1 ring complex (TRiC) of Methanococcus maripaludis (MmCpn): qHTS; Chaperonin Mm-Cpn (Methanococcus maripaludis); purified Mm-Cpn ATPase, ADP Transcreener TR-FRET; Potency, µM (titrated, usually from 76.9 µM), for inactives: at the highest dose activity, negative = inhibition, most hits filed as inhibitors; hit rate 0.031% among 330,000; further: potency means the concentration at half of the fitted maximal effect; on the % scale 0 is the no-effect control and ±100 the full control effect; nearly all actives have a fitted effect of over 80% in size
#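 25 nM Mm-CPN + cpd, 10 min 37°C; + 10 uM ATP, 30 min 37°C; buffer 30 mM Tris pH 7.4, 100 mM KCl, 5 mM MgCl2, 1 mM DTT; Transcreener ADP HTRF detection 30 min RT.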
# Nrf2 block – Nrf2 qHTS screen for inhibitors; A549 ARE-Fluc reporter, luciferase luminescence, 18-24 h; hit rate 2.1% among 360,000; AID 504444, 2011; Potency, µM (doses to about 46 µM), without a hit: top-dose activity change, negative = inhibition, hits mostly inhibitors; further: potency means the concentration at half of the fitted maximal effect; on the % scale 0 is the no-effect control and ±100 the full control effect; nearly all actives have a fitted effect of over 60% in size
#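 Reporter: ARE-Fluc in A549. Exposure: 18-24 h, 37 °C, 5% CO2, 5% FBS OPTI-MEM. Readouts: fluorescent cytotoxicity (CellTiter-Fluor), then luminescent Nrf2 signal after BugLite.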
# pAkt inh – HTS Assay for Inhibitors of Akt Phophorylation: Primary Screen | Neuro2A IGF-stimulated pAkt S473 HTRF, 20 min; active compounds read low | AID 651550, 2012 | hit rate 0.32% among 360,000 | activity change, % for hits at 50 µM; in the data active means activity change below about -80%; inconclusive means mostly about -51% to -80%; further: on the % scale 0 is the no-effect control and ±100 the full control effect
#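 Neuro2A cells (4,500/well, DMEM with 0.5% FBS) were treated with compound at a single 50 µM final concentration, stimulated with 6 nM IGF for 20 min at 37 °C, and lysed. Phospho-Akt Ser473 was read by HTRF as 665/615 ratio ×10^4.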
# HepG2 viability – qHTS for Inhibitors of TGF-b: Cytotox Counterscreen; HepG2 CAGA-GFP viability, ATP luminescence, 18 h; Potency, µM (doses to about 46.1 µM), for inactives: top-dose activity change, negative = cytotoxicity, hits mostly cytotoxic; hit rate 0.76% among 410,000; further: potency means the concentration at half of the fitted maximal effect; some results filed as inactive show a strong effect at the top dose
#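 CellTiter-Glo luminescence gave cytotoxicity after 18 hours at 37 degrees C. The cells were HepG2 CAGA-GFP in 1% FBS DMEM, stimulated with 500 pg/mL TGF-beta after compound addition. %Activity was normalised to no-cell wells (complete cell-killing) and DMSO (no toxicity), and curves were fitted and classified.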
# TGFb inhibitor – qHTS for Inhibitors of TGF-b; HepG2 CAGA-GFP TGF-b/SMAD3 reporter, GFP fluorescence, 18 h; TGF-beta stimulated, 500 pg/mL final; Potency, µM (doses to about 46.1 µM), inactives show at the top dose activity, negative = inhibition, hits mostly inhibitors; hit rate 1.2% among 410,000; further: potency means the concentration at half of the fitted maximal effect; on the % scale 0 is the no-effect control and ±100 the full control effect; nearly all actives have a fitted effect of over 65% in size
#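 Cell-based qHTS in HEPG2 carrying a CAGA-GFP Smad reporter; compounds added before 500 pg/mL final TGF-beta, 18 h incubation at 37 degrees C, GFP fluorescence quantified per cell by imaging cytometry.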
# Nrf2 ARE act – qHTS of Nrf2 Activators | AREc32 ARE-luciferase reporter (MCF7-derived line), luminescence, 24 h | Potency, µM (series often up to 46.1 µM), for the others: at the highest dose activation, hits mostly activators | hit rate 0.31% among 410,000; further: potency means the concentration at half of the fitted maximal effect; % of control where 0% means no effect; nearly all actives have a fitted effect of over 65% in size
#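 Cells of the AREc32 ARE-luciferase line are plated in OPTI-MEM containing 5% FBS and left overnight at 37 deg C. Compounds are pinned in, incubation continues 24 hr, and firefly luciferase signal is then measured.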
# * hit, by the source's call; i = inactive; ? = inconclusive; / = no result given; & = joins results of further samples; [ ] = dose if it differs, or a comment. Unless noted, the call rests on the fitted dose curve; in most records, active means well fitted curve in the direction sought with a large enough effect; inconclusive means small, poorly fitted or top-dose-only effect, or another doubt; inactive means no such curve, though single readings can be large; an effect the other way counts as inactive or inconclusive. Compounds were not picked by outcome. Share with any hit: about 4.3%.
compound,Abeta rescue,CCT chaperon mod,A549 tox,MmCpn inh,Nrf2 block,pAkt inh,HepG2 viability,TGFb inhibitor,Nrf2 ARE act
Cc1cc(CNC(=S)Nc2cccc(Cl)c2Cl)nn1C,-25.0%,-2.4,16.7%,2.6%,-9.2%,i,-22.4%,-16.1%,1.9%
O=C(NC(=S)Nc1ccc2[nH]c(=O)[nH]c2c1)c1cccc(F)c1,-14.2%,-0.6,-1.7%,-1.7%,7.9%,i,-19.4%,-13.6%,0.1%
O=C(OC1CCCC1)c1ccc(Cl)cc1Cl,3.4%,-1.4,3.3%,/,-2.4%,i,1.0%,1.4%,-0.5%
COC(=O)c1cn(NC(=O)Cc2c(F)cccc2Cl)c(=O)c2ccccc12,6.8%,-3.8,-2.1%,0.7%,6.1%,i,-31.8%,3.4%,-0.3%
COc1cc(F)ccc1-c1cc(C(=O)Nc2ccc(C)c(NS(C)(=O)=O)c2)[nH]n1,-11.7%,-1.3,/,/,/,i,-61.3%,?,2.9%
CC(C)NC(=O)N(C)C[C@@H]1Oc2cc(Br)ccc2S(=O)(=O)N([C@@H](C)CO)C[C@H]1C,4.1%,-1.3,/,/,/,i,4.3%,6.3%,1.1%
O=C(NCc1ccccc1Cl)c1cnccn1,4.1%,-1.1,0.1%,0.6%,15.6%,i,-3.7%,?,-0.1%
CC(=O)C1=C(c2ccc(F)cc2)N(C(C)=O)n2c(nnc2C2CCCCC2)S1,-1.3%,/,0.3%,/,/,/,0.1%,-2.6%,0.2%
COc1ccc(Oc2c(C=O)c3ccccc3n2C)cc1,8.3%,0.9,-17.1%,-1.0%,-9.0%,i,-13.6%,-5.9%,1.8%
CCN1CCN(C(=O)CCc2nnc(CCc3ccc(OC)cc3)o2)[C@@H](C)C1=O,10.5%,-4.0,-2.4%,?,1.4%,i,0.5%,-5.6%,-0.8%
CCOC(=O)c1ccc(NC(=S)N2CCC(C(N)=O)CC2)cc1,2.8%,1.1,5.7%,-1.9%,-10.8%,i,-18.4%,1.3%,0.6%
COc1ccc(N2CCN(C(=O)COC(=O)c3cc(S(=O)(=O)N(C)C)ccc3N3CCCC3)CC2)cc1,17.5%,1.8,5.8%,-0.2%,-5.5%,i,-15.4%,-28.1%,-0.2%
CN1CCN(S(=O)(=O)c2cccc(C(=O)N3CCN(c4ccccc4)CC3)c2)CC1,4.0%,0.3,1.0%,1.8%,6.4%,i,6.9%,-0.6%,-0.8%
Cc1cc(Cl)ccc1NC(=O)COC(=O)c1c(C)noc1C,-16.9%,1.4,3.0%,-0.1%,3.8%,i,-17.3%,2.4%,-0.3%
O=C(c1cccc(F)c1F)N1CCCc2ccccc21,12.1%,-3.0,-0.4%,1.1%,-3.4%,i,0.2%,-0.5%,0.3%

# (continued)
compound,Abeta rescue,CCT chaperon mod,A549 tox,MmCpn inh,Nrf2 block,pAkt inh,HepG2 viability,TGFb inhibitor,Nrf2 ARE act
Cn1c(=O)c2ncn(CC(=O)NCCC3=CCCCC3)c2n(C)c1=O,-0.4%,-2.4,6.6%,0.1%,28.4%,i,1.9%,0.3%,0.0%
CC1(C)CC(=O)C2=C(C1)N(c1ccccc1)C(=O)CC2c1ccsc1 (stereo not given),-10.0%,-0.6,-3.1%,-0.8%,9.3%,i,-1.4%,20.0%,-0.5%
CCOc1ccc(C(=O)C2CCN(CC(=O)Nc3ccccc3N3CCOCC3)CC2)cc1,-25.3%,-0.8,-13.8%[1.84 µM],1.9%,11.6µM*,i,-13.2%,14.1µM*,1.7%
O=C1c2ccccc2C(c2nnnn2-c2ccc3c(c2)OCCO3)N1Cc1cccc(F)c1 (stereo not given),7.3%&8.7%,-0.8&2.0,/,/,/,i,/,/,-1.8%&-0.8%
N#C/C(=C(/O)COC(=O)c1ccc(Cl)c(S(=O)(=O)N2CCOCC2)c1)c1nc2ccccc2[nH]1,-4.6%,0.9,-4.7%,-0.8%,2.4%,i,-4.9%,-9.8%,0.4%
COc1ccc(-c2nn(-c3cccc(F)c3)c3c2cnc2cc(OC)c(OC)cc23)cc1,-4.6%,/,0.7%,/,/,/,-0.8%,6.6%,3.0%
COc1cc(NC(=O)CSc2ncc3c(n2)-c2ccc(Cl)cc2N(Cc2ccccc2)S3(=O)=O)cc(OC)c1,-6.5%,/,-1.0%,/,-2.2%,/,-0.6%,-6.3%,0.2%
O=C(Nc1cccc(-c2nnc(-c3ccccc3)o2)c1)c1ccc(Br)o1,-29.7%,0.6,?,-1.2%,23.1µM*,i,-45.2%,?,4.2%
CCOc1cc(CNCc2cccs2)cc(Br)c1OCC,3.3%,0.3,5.6%,1.7%,-7.3%,i,-40.8%,2.5%,9.9%
CCOC(=O)Nc1ccc(S(=O)(=O)N2CCC(c3nc4ccccc4[nH]3)CC2)cc1,3.1%,-0.1,/,/,/,i,-22.8%,-16.6%,0.4%
CCCCC1CCC(C(=O)N(CC(C)C)c2c(N)n(CCCC)c(=O)[nH]c2=O)CC1 (stereo not given),0.7%,2.5,2.9%,-1.9%,-2.3%,i,-10.8%,3.5%,0.5%
O=C(NCCCN1CCCC1=O)C1CCN(S(=O)(=O)c2c(Cl)cccc2Cl)CC1,-7.7%,2.8,4.4%,-0.1%,0.3%,i,1.0%,10.2%,0.2%
O=C(NC1CCCC1)c1ccc2c(c1)N(Cc1ccccc1)C(=O)c1ccccc1S2,-4.0%,/,-0.5%,/,/,/,-17.9%,-11.6%,0.8%
Cc1ccc(CCN2CC(C(=O)NCCC(C)C)CC2=O)cc1 (stereo not given),5.7%,-6.2,4.2%,-0.6%,8.3%,i,-3.1%,4.5%,2.0%
CCN(CC)CC(C)OC(=O)c1cc(OC)c(OC)c(OC)c1 (stereo not given),-6.0%,1.3,-3.2%,2.6%,2.0%,i,6.7%,10.4%,0.3%

# Another view of part of the listing above.
> O=C(Nc1cccc(-c2nnc(-c3ccccc3)o2)c1)c1ccc(Br)o1
  Abeta rescue: -29.7%
  CCT chaperon mod: 0.6
  A549 tox: ?
  MmCpn inh: -1.2%
  Nrf2 block: 23.1µM*
  pAkt inh: i
  HepG2 viability: -45.2%
  TGFb inhibitor: ?
  Nrf2 ARE act: 4.2%
> CCOc1cc(CNCc2cccs2)cc(Br)c1OCC
  Abeta rescue: 3.3%
  CCT chaperon mod: 0.3
  A549 tox: 5.6%
  MmCpn inh: 1.7%
  Nrf2 block: -7.3%
  pAkt inh: i
  HepG2 viability: -40.8%
  TGFb inhibitor: 2.5%
  Nrf2 ARE act: 9.9%

# Carrying on.
# Order of values – Abeta rescue	CCT chaperon mod	A549 tox	MmCpn inh	Nrf2 block	pAkt inh	HepG2 viability	TGFb inhibitor	Nrf2 ARE act
- COc1ccccc1-c1cc(NC=O)c2ncc(-c3cccc(C(C)=O)c3)n2c1
 : -13.2%	0.1	/	/	/	i	-41.1%	-26.1%	18.4%
- O=C(CCc1nc(CN2CCN(S(=O)(=O)c3ccc(Br)cc3)CC2)no1)N1CCCCC1
 : -20.8%	/	11.6%	/	?	/	-27.5%	?	3.5%
- Cc1ccccc1S(=O)(=O)Cc1ccc(C(=O)NCCN(C)Cc2ccccc2)o1
 : 7.0%	-1.0	6.2%	-0.5%	-0.9%	i	-38.5%	-1.7%	-0.5%
- N/C(=N\c1nc2ccccc2o1)NC(=O)/C=C/c1ccccc1
 : -5.0%	1.1	-4.8%	0.7%	-20.7%	i	1.2%	-1.8%	2.0%
- O=C(COC(=O)c1ccccc1O)Nc1cccnc1Cl
 : 26.1%	0.4	1.7%	2.5%	11.5%	i	-12.5%	-27.2%	3.3%
- Cc1cccc(N2Cc3ccccc3C2=NC(=O)c2ccc(Cl)nc2)c1
 : -0.4%	-1.0	-11.3%	0.5%	?	i	4.5%	-5.0%	9.9%
- CCCCOc1ccc(C(=O)Nc2ccc(CN3CCOCC3)cc2)cc1
 : 21.7%	-1.2	-5.4%	1.3%	?	i	-3.6%	-18.1%	-0.1%
- CCC(C)(C)n1nnnc1C(c1ccncc1)N1CCC(C)CC1 (stereo not given)
 : -9.7%	1.1	3.8%	1.2%	29.6%	/	7.0%	-27.4%	-1.0%
- COc1cc(OC)cc(C(=O)N2CCN=C2SCc2cccnc2)c1
 : -40.3%	-1.4	3.4%	-0.1%	-16.6%	i	5.1%	3.6%	0.1%
- C/C(=C\C(=O)c1ccccc1)NNC(=O)c1ccc(Cl)cc1
 : 3.8%	-0.3	-6.4%	0.6%	-19.8%	i	-52.8%	?	2.1%
- CN(C)CCNC(=O)C(=O)NCC1OCCN1S(=O)(=O)c1ccc([N+](=O)[O-])cc1 (stereo not given)
 : -5.3%	-1.4	-5.5%	0.5%	0.4%	i	1.1%	0.0%	0.1%
